Ba/F3 V617F tox: lowers viability of Ba/F3 cells expressing EpoR and JAK2V617F | inhibition, % at 5.6 µM | ATP luminescence | hit rate 1.1% among 220,000;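 active = inhibition above the campaign mean plus 3 SD over all tested compounds, cut at about 24% in these data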;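 also: cytokine-independent growth of Ba/F3 cells driven by EpoR plus mutant JAK2; 0% = DMSO-treated cells and 100% = JAK inhibitor I control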
eIF4E-4G inh: blocks eIF4E binding to eIF4G; inhibition, % at 21.7 µM; hit rate 0.37% among 220,000; TR-FRET eIF4E-eIF4GI(517-606) binding, 2 h; AID 782;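 active = inhibition above about 30%, limit read from the data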;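 also: 0% = full FRET control wells and 100% = background wells lacking eIF4GI fragment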
Mdm2 ligase inh: Mdm2 E3 ligase (human) inhibition. Q00987. cell-based MDM2 ubiquitination luciferase reporter, 2 h; 0 = plate control, 100 = twice control, blank-subtracted. signal enhancement, % at 5 µM. hit rate 0.11% among 210,000. AID 1230;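 active = signal enhancement of 30% or more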;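 also: luminescence tracks abundance of the self-degrading MDM2-luciferase fusion protein; higher signal means inhibition of MDM2 E3 ligase activity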
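Material: stable MDM2–luciferase fusion reporter cells / Quantity: 2000 cells/well / Dosing: single 5 µM compound dose, 0.2% final DMSO / Buffer or medium: DMEM / Schedule: 4 h cell settling then 2 h compound exposure, 37 °C / Detection: luminescence with SteadyLite reagent, 15 min at room temperature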
Wee1 stabilizer: blocks degradation of human Wee1 kinase; P30291; hit rate 1.2% among 220,000; reporter increase, % at 5 µM; AID 1321; HeLa Luc-Wee1K328M stability, luciferase luminescence; 100% = proteasome inhibitor MG132 effect;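 active = activation above the mean of all tested compounds plus 3 SD, set per screening run, cut at about 8.8% in these data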;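 also: cells exposed to compound for 20 h before luminescence read; 0% = DMSO alone and 100% = MG132 at 30 µM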
S1P4 antagonist: human S1P4 receptor antagonism; S1P4-expressing cells, antagonist mode, reporter read-out; inhibition, % at 4.98 µM; hit rate 0.26% among 220,000; in the data active = inhibition above about 29%;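 also: 0% = wells stimulated with agonist and 100% = vehicle wells without agonist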
NPY2 pot ag: potentiates or activates human NPY-Y2 receptor; hit rate 0.45% among 220,000; P49146; activation, % at 3.6 µM; cells expressing NPY-Y2, potentiator/agonist read-out; in the data active = activation above about 27%;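 also: cells stimulated with NPY near EC25 plus isoproterenol at EC100; 0% = vehicle plus submaximal agonist and 100% = vehicle plus saturating agonist; some results beyond the cut were filed as inactive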
PERK inhibitor: blocks human PERK kinase. Q9NZJ5. CHO PERK-DD fusion, SEAP luminescence translation reporter. inhibition, % at 5.6 µM. hit rate 0.17% among 220,000. AID 1416;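 active = inhibition above the mean inhibition of all tested compounds plus 3 SD, set separately per screening campaign, cut at about 2.9% in these data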;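 also: PERK kinase domain activated by AP20187 dimerizer at 100 nM; 0% = DMSO with dimerizer and 100% = rapamycin at 8.4 µM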
Target sequence (Q9NZJ5 whole entry, looked up, the tested form may be a part): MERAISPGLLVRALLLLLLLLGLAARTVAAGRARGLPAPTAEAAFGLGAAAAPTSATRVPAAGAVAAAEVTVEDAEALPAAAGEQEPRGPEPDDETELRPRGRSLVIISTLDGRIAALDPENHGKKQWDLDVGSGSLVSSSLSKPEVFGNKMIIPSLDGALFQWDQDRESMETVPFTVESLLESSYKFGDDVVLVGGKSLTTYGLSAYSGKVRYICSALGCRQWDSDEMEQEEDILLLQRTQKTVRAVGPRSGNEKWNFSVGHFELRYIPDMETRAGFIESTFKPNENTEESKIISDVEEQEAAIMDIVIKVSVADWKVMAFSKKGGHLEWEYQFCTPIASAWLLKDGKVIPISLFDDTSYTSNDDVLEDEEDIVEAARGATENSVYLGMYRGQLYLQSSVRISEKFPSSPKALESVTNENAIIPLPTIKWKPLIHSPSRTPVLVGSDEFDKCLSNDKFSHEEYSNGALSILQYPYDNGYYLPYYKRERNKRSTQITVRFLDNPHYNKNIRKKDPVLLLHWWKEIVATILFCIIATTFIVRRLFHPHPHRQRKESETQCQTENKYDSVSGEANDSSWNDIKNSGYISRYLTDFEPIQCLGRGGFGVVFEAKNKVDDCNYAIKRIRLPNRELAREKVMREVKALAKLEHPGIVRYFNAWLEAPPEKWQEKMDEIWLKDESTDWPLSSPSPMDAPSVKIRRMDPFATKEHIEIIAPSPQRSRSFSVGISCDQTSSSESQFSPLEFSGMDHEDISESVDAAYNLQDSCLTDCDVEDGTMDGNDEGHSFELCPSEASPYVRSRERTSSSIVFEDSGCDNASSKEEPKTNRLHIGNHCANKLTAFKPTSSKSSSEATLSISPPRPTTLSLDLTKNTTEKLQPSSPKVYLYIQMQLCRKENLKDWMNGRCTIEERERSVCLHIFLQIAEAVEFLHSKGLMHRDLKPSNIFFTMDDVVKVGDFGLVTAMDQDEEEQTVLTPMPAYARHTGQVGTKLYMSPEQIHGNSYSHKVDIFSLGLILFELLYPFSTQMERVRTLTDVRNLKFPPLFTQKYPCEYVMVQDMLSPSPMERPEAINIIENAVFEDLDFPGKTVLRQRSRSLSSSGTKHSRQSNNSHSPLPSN
S1P4 ag: activates the human S1P4 receptor. activation, % at 4.98 µM. AID 1509. hit rate 0.35% among 220,000. S1P4-expressing cell line, agonist reporter assay; in the data active = activation above about 11%;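 also: 0% = DMSO vehicle and 100% = reference agonist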
BaF3 tox: reduces parental Ba/F3 cell viability, JAK2V617F counter-screen. inhibition, % at 5.6 µM. CellTiter-Glo ATP luminescence. hit rate 1.1% among 220,000;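 active = inhibition above a per-campaign cutoff, the mean inhibition of all tested compounds plus 3 SD, cut at about 27% in these data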;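 also: 0% = DMSO wells and 100% = JAK Inhibitor I control wells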
Starred values were filed as active, the others as inactive; . = not tested or not shown; [ ] = another dose, or the depositor's remark.

SMILES | Ba/F3 V617F tox | eIF4E-4G inh | Mdm2 ligase inh | Wee1 stabilizer | S1P4 antagonist | NPY2 pot ag | PERK inhibitor | S1P4 ag | BaF3 tox
CCCc1nnc(NC(=O)CCC(=O)NCc2ccccc2OC)s1 | 2 | 1 | -9 | -3 | 8 | -12 | -0.1 | -1.0 | 6
CCC(CC)C(=O)NCc1cccnc1 | 5 | 1 | -8 | -2 | -5 | -11 | -0.2 | -0.4 | 11
O=C(Nc1nc2ccccc2[nH]1)c1ccccc1F | 50* | 0 | 6 | -6 | 1 | -10 | 0.8 | 1.0 | 46*
O=C(/C=C/c1ccco1)Nc1ccc2nn(-c3ccccc3)nc2c1 | 2 | 1 | -5 | -4 | -8 | -6 | 0.8 | 2.2 | 5
CCC(CC)C(=O)NCCNC(=O)C(CC)CC | 1 | 0 | -11 | -2 | 8 | 10 | 0.4 | 0.2 | 6
CCOc1cc(/C=C(\C#N)C(N)=O)ccc1OS(=O)(=O)c1ccccc1 | 0 | 13 | 13 | 0 | 6 | -1 | 0.5 | 2.2 | 7
Cc1cccc(OCCOCCSc2ncccn2)c1 | -1 | 0 | -4 | 2 | -18 | -3 | -0.2 | 2.1 | 4
CCOC(=O)C(CC)Sc1ccc2nnc(CCNS(=O)(=O)c3ccccc3)n2n1 (stereo not drawn) | 3 | 2 | . | 2 | 3 | 0 | 0.7 | 0.5 | 7
Cc1[nH]n(C)c(=O)c1C(=O)c1c(-c2ccccc2Cl)noc1C | 1 | 2 | -10 | 1 | 21 | -12 | -0.4 | 0.6 | -5
O=C1Cc2ccccc2C(=O)N1CCc1ccccc1 | -2 | 0 | -16 | -1 | -7 | 5 | -0.6 | 2.4 | 3
OC(COCC1COc2ccccc2O1)CN1CCc2ccccc2C1 (stereo not drawn) | -1 | -2 | -15 | -1 | -7 | -14 | -0.6 | -1.1 | 1
Cc1ccc(OCCN2C(=O)NC3(CCc4ccccc4C3)C2=O)cc1 (stereo not drawn) | 2 | 5 | 3 | -4 | -6 | -14 | 0.6 | 1.8 | -1
Cn1c(-n2c(CCCN3C(=O)c4ccccc4C3=O)nc3ccccc3c2=O)nc2ccccc21 | -1 | -65[fluorescence artefact?] | -2 | -2 | 6 | 0 | 0.6 | -0.7 | -1
CN(C)CCNc1cnn(-c2ccccc2)c(=O)c1Cl | -5 | 4 | -5 | -3 | 1 | 9 | 2.0 | -0.5 | 1
C=C(C)c1cccc(C(C)(C)NC(=O)N2CCN(C/C=C/c3ccccc3)CC2)c1 | -2 | -7 | -19 | -1 | 1 | -15 | 0.7 | -0.8 | 4

Some of the entries so far, with each value named:
Cc1[nH]n(C)c(=O)c1C(=O)c1c(-c2ccccc2Cl)noc1C
  Ba/F3 V617F tox: 1
  eIF4E-4G inh: 2
  Mdm2 ligase inh: -10
  Wee1 stabilizer: 1
  S1P4 antagonist: 21
  NPY2 pot ag: -12
  PERK inhibitor: -0.4
  S1P4 ag: 0.6
  BaF3 tox: -5

O=C1Cc2ccccc2C(=O)N1CCc1ccccc1
  Ba/F3 V617F tox: -2
  eIF4E-4G inh: 0
  Mdm2 ligase inh: -16
  Wee1 stabilizer: -1
  S1P4 antagonist: -7
  NPY2 pot ag: 5
  PERK inhibitor: -0.6
  S1P4 ag: 2.4
  BaF3 tox: 3

OC(COCC1COc2ccccc2O1)CN1CCc2ccccc2C1 (stereo not drawn)
  Ba/F3 V617F tox: -1
  eIF4E-4G inh: -2
  Mdm2 ligase inh: -15
  Wee1 stabilizer: -1
  S1P4 antagonist: -7
  NPY2 pot ag: -14
  PERK inhibitor: -0.6
  S1P4 ag: -1.1
  BaF3 tox: 1

Other records.
SMILES | Ba/F3 V617F tox | eIF4E-4G inh | Mdm2 ligase inh | Wee1 stabilizer | S1P4 antagonist | NPY2 pot ag | PERK inhibitor | S1P4 ag | BaF3 tox
COC(=O)C1=C(C)N(c2ccc(OC)c(OC)c2)C(=O)/C1=C\c1cccs1 | 1 | 0 | 6 | 3 | -13 | -3 | 0.5 | -1.0 | 4
CC(C)(C)c1ccc(C(=O)NNC(=O)c2cccc(-n3cnnn3)c2)cc1 | 0 | -1 | -8 | -2 | 9 | -7 | 0.1 | -1.1 | 3
O=C(CC1S/C(=N/N=C/c2cccs2)NC1=O)Nc1ccc(Cl)cc1 (stereo not drawn) | 4 | 3 | -11 | 1 | -21 | 4 | 0.7 | 0.4 | 12
Cc1ccc(-c2cc(C(=O)N3CCCC3)no2)cc1 | -1 | -3[fluorescence artefact?] | -86 | -2 | -4 | 19 | -0.8 | 1.0 | 1
Cc1nc(SCC(=O)Nc2c(C)n(C)n(-c3ccccc3)c2=O)nc(C)c1C | -1 | 5 | -6 | 1 | -2 | 5 | -0.1 | -0.6 | 4
CCCCn1nc2cc(C(=O)NCCc3ccc(C)cc3)ccc2c1OCC | -3 | 4 | -3 | 1 | 6 | 4 | 0.6 | -0.1 | -3
Cc1ccc2c(CN3CCN(S(=O)(=O)c4ccc5c(c4)OCCO5)CC3)cc(=O)oc2c1C | 0 | -13 | -12 | 3 | -1 | -3 | 0.3 | -0.3 | 2
CCOC(=O)CC(=O)Nc1nc2ccccc2s1 | -3 | 4 | -41 | -1 | 3 | 4 | -0.3 | 2.1 | -1
O=C(c1ccc(CNc2c(NC3CCCCC3)c(=O)c2=O)cc1)N1CCc2ccccc21 | 1 | 3 | -11 | 0 | -8 | -3 | 1.5 | 1.4 | 6
CC(=O)N1CCc2cc(S(=O)(=O)NCCN3CCC(C)CC3)ccc21 | 0 | -7 | -13 | 3 | -6 | 4 | -1.3 | -0.5 | 6
CC1CCC2(CC1)NC(=O)N(Cc1nc(-c3ccccc3)no1)C2=O (stereo not drawn) | -2 | 7[fluorescence artefact?] | -10 | -2 | -5 | 3 | 0.5 | -1.1 | 1
CCOC(=O)c1ccccc1NC(=O)c1ccccc1NS(C)(=O)=O | -1 | -14 | 9 | 0 | -14 | -8 | -0.6 | 0.2 | 1
O=C(O)C1C2C=CC(C2)C1C(=O)NCCc1cccc(Cl)c1 (stereo not drawn) | 1 | -1 | -7 | 2 | -13 | -2 | -0.2 | 0.0 | 1
Cc1ccc2oc3c(c(=O)c2c1)C(c1cccc(Br)c1)N(Cc1ccco1)C3=O (stereo not drawn) | 2 | -5 | -2 | 1 | 5 | -2 | 0.4 | -0.9 | 2
COc1ccc(CC(=O)Nc2cc(=O)n(C)c(=O)n2C)cc1 | -2 | -6 | -8 | -3 | -10 | 4 | 0.1 | -4.3 | 0
COc1cc(C(C)=O)ccc1Oc1cnccn1 | 3 | -1 | 3 | 7 | -11 | -14 | 0.1 | -0.1 | 2
O=C(c1cccs1)n1cc(C(=S)N2CCOCC2)c2ccccc21 | 3 | 4 | -3 | 0 | -3 | -10 | -0.9 | -0.5 | 4
NC(=S)N/N=C/c1ccccc1OCc1cccc(Cl)c1 | 5 | 0 | -27 | -2 | 12 | -10 | 0.2 | 1.7 | 12
C/C(=N\NC(=O)c1cccc(Cl)c1)c1cccc(NC(=O)c2ccco2)c1 | -1 | 3 | -37 | 1 | -9 | -22 | 0.4 | 0.5 | 3
CCCCCNC(=O)c1cccnc1SCC(=O)Nc1ccccc1OC | 2 | -2 | -5 | -2 | 0 | -11 | -1.2 | 19* | 1
COc1ccc(C)cc1NC(=O)CSc1nnc(-c2ccccn2)n1Cc1ccco1 | -3 | -1 | 0 | 1 | -2 | -1 | -1.2 | -0.9 | 0
COC(=O)c1scc(C)c1NC(=O)CSc1ccc(Cl)cc1 | -3 | -3 | -16 | 2 | 3 | -32 | 0.4 | -0.1 | -1
COCCCNC(=S)N1CCCN(c2nc3cc(C)c(C)cc3cc2C#N)CC1 | 3 | 1 | 8 | -1 | -14 | -6 | -1.1 | 2.8 | 6
O=C(O)c1ccc(-n2cccn2)nc1 | -1 | -2 | -17 | 5 | 3 | -3 | 1.5 | 0.5 | 10
CCC(C)NC(=O)C1=CCN(S(=O)(=O)c2ccc(C)cc2)CC1 (stereo not drawn) | 0 | -7 | -3 | 2 | 2 | 6 | -0.7 | 0.4 | -3
Cc1cccc(CN2CCN(CC(=O)O)C2=O)c1 | -5 | -6 | 3 | 7 | 12 | 5 | 0.3 | -0.6 | -4
CC(C)c1cccc(C(C)C)c1OCCCCN1CCCC1 | 2 | -5[fluorescence artefact?] | -12 | -1 | -16 | -14 | -2.1 | 1.5 | 5
Cc1cccc(C(=O)N2CCC(c3nc4ccccc4s3)CC2)c1 | -1 | -1 | -10 | 2 | -4 | -17 | -0.2 | 4.3 | 7
Nc1cc(N)nc(SCC(=O)NNC(=O)c2ccc(Cl)cc2)n1 | 6 | -13 | -14 | -2 | 0 | -3 | -0.1 | -2.6 | 6
CCNC(=O)NC(=O)COC(=O)CCCc1nc2ccccc2s1 | 4 | 1 | -7 | 1 | -27 | -12 | 1.0 | 0.5 | 5
COc1ccc(NC(C)=O)cc1S(=O)(=O)Nc1ccccc1C(=O)N1CCCC1 | 0 | 4 | -16 | 2 | 4 | 1 | 0.2 | 0.1 | 0
CC(Oc1ccc(Cl)cc1Cl)c1nc(-c2ccc(NC(=O)c3cccnc3)cc2)no1 (stereo not drawn) | 2 | 4[fluorescence artefact?] | 1 | 1 | -14 | -20 | -0.1 | -2.4 | 2
C/C(=C/c1oc2ccc(O)cc2c1[N+](=O)[O-])N(C)C | -2 | -10[fluorescence artefact?] | 3 | 0 | -15 | 2 | -0.2 | 0.7 | 4
O=C(c1ccc(CN2CCOCC2)cc1)N1CCC(Cc2ccccc2)CC1 | 4 | -1 | -6 | 0 | 10 | -30 | 0.0 | -1.7 | 3
COCCCNC(=O)CN1C(=O)CSc2ncccc21 | -1 | -1 | -15 | -3 | 5 | 18 | 2.1 | 0.6 | 5
CCc1ccc(C2C3=C(CC(C)(C)CC3=O)Nc3c2c(=O)[nH]c2nc(C)nn32)cc1 (stereo not drawn) | 3 | -8 | -12 | -4 | -1 | -3 | 1.1 | 0.9 | 0
CCOC(=O)N1CCN(S(=O)(=O)c2ccc(C)cc2)C1c1ccc(OC)cc1 (stereo not drawn) | -1 | -17 | 21 | -4 | 1 | 6 | -0.9 | 0.6 | 1
CC(=O)c1ccc(NC(=O)c2ccn[nH]2)cc1 | 2 | -7[fluorescence artefact?] | -8 | -1 | -39 | 10 | 0.8 | 1.5 | 5
c1csc(-c2nnc(COc3ncnc4sccc34)o2)c1 | 0 | -7 | -11 | 2 | 7 | 5 | -0.1 | -0.9 | 3
CC/C(=N\N=C1\SC(C)C(=O)N1Cc1ccco1)c1ccccc1 (stereo not drawn) | -5 | 0 | 0 | 2 | 2 | 7 | -0.2 | 0.8 | -1
CC(=O)OCC(=O)[C@@]1(O)CC[C@H]2[C@@H]3CCC4=CC(=O)CC[C@]4(C)[C@H]3[C@@H](O)C[C@@]21C | 7 | 3 | . | 2 | -16 | 1 | 2.5 | -0.1 | 1
CSc1ncccc1C(=O)OCC(=O)c1ccccc1Br | -5 | -2 | -1 | 0 | 9 | -11 | 0.4 | 0.9 | 2
O=C1CCCC(=O)N1c1ccc(N2CCN(c3ccccc3)CC2)c([N+](=O)[O-])c1 | 3 | 5 | -1 | 2 | -4 | -17 | 0.1 | 0.1 | 9
O=C(N/N=C/c1ccccn1)C12CC3CC(CC(C3)C1)C2 | -3 | 17 | 0 | -2 | -11 | -4 | 1.0 | 1.6 | 5
CCn1nc(NC(=O)c2ccncc2)c2cc3ccccc3nc21 | 0 | -5[fluorescence artefact?] | 10 | 2 | -9 | 6 | 0.1 | 0.0 | 3
CC(C)CNC(=O)c1cccc(NC(=O)C2CCCO2)c1 (stereo not drawn) | -1 | -12 | -12 | 4 | -11 | -7 | 0.0 | 1.2 | 5
